# BioA inh: BioA (M. tuberculosis) enzyme inhibition. purified M. tuberculosis BioA enzyme, plate reader. inhibition, % at 9.99 µM. 360,000 tested, 0.096% active. AID 602481; in the data active = inhibition above about 40%; inconclusive = no clear call, values can overlap the other calls
# Mtb FBA inh: inhibitors of M. tuberculosis fructose-bisphosphate aldolase; purified M. tuberculosis FBA, fluorescence read-out; inhibition, % at 1 µM; 360,000 tested, 2.3% active; in the data active = inhibition above about 27%;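 also: 0% = vehicle and 100% = reference inhibitor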
# Target sequence (P9WQA3 whole entry, looked up): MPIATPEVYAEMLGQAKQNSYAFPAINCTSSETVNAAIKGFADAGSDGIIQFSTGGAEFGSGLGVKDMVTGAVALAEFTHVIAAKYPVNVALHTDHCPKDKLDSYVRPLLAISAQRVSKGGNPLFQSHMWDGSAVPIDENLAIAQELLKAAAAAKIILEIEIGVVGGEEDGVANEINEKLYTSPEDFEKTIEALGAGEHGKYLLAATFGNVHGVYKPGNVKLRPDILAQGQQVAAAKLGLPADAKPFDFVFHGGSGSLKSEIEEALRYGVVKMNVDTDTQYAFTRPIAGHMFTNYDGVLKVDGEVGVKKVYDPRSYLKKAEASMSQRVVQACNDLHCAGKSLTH
# DUSP3 inh: blocks human VHR1 dual specificity phosphatase | recombinant VHR phosphatase, pNPP absorbance | AID 1654 | inhibition, % at 13.3 µM | 290,000 tested, 0.52% active; in the data active = inhibition above about 50%; also: some compounds called inactive have numbers as strong as hits
# Target sequence (P51452 whole entry, looked up): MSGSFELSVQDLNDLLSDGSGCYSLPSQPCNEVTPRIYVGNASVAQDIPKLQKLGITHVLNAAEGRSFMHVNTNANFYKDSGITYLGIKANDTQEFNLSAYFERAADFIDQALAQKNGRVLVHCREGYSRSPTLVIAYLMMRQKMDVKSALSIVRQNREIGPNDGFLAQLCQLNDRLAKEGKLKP
# FadD28 binding: inhibitors of Mycobacterium tuberculosis FadD28 bisubstrate binding; FadD28 bisubstrate probe binding, fluorescence polarization; inhibition, % at 12.5 µM; 360,000 tested, 0.22% active; AID 588549; in the data active = inhibition above about 8.5%, passing the limit was not always enough; inconclusive = no clear call, values can overlap the other calls
# CCHF vOTU inh: CCHFV vOTU protease inhibition; AID 651958; 370,000 tested, 0.55% active; inhibition, % at 11.5 µM; Pep-AMC fluorescence; also: 0% = vehicle wells with enzyme and 100% = no enzyme wells
# UGM FP inh: inhibitors of M. tuberculosis UDP-galactopyranose mutase; inhibition, % at 10 µM; purified UGM, fluorescence polarization probe displacement; P9WIQ1; 320,000 tested, 0.06% active; in the data active = inhibition above about 10%, passing the limit was not always enough; inconclusive = no clear call, values can overlap the other calls
# Target sequence (P9WIQ1 whole entry, looked up): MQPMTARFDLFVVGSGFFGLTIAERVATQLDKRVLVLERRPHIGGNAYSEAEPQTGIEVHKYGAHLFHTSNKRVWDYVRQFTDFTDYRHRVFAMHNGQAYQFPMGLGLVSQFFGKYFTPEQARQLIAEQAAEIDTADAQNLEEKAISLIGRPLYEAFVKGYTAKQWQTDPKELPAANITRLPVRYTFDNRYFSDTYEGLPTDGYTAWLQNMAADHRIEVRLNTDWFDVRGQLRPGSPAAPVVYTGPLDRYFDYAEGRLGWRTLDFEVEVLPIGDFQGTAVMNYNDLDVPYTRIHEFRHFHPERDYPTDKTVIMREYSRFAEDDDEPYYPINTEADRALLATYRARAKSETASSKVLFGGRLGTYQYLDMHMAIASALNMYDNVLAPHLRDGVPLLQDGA
# MazF activator: increases E. coli MazEF RNase cleavage of RNA. activation, % at 20 µM. 350,000 tested, 0.32% active. FAM/BHQ RNA-DNA oligo cleavage fluorescence, 5 h. P0AE70. AID 504720; in the data active = activation above about 50%
# Target sequence (P0AE70 whole entry, looked up): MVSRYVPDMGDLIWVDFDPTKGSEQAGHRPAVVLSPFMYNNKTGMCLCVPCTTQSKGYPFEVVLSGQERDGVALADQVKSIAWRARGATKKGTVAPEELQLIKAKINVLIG
# BoNT-F LC inh: BoNT F light chain protease inhibition; Multiplex microsphere protease cleavage assay, flow cytometry; 360,000 tested, 0.22% active; inhibition, % at 10 µM; in the data active = inhibition above about 35%, passing the limit was not always enough; inconclusive = no clear call, values can overlap the other calls; also: plate controls were buffer without enzyme for full effect and enzyme alone for no effect
# GDH-TPI inh: inhibits GDH-TPI coupling enzymes, artifact for Mtb FBA screen; GDH-TPI coupled enzyme counterscreen, NADH absorbance; inhibition, % at 4.8 µM; 360,000 tested, 1.2% active; AID 588335;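 also: 0% = DMSO wells and 100% = wells lacking the enzyme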
# Rv3671c inh: inhibitors of M. tuberculosis serine protease Rv3671c; P9WHR9; 320,000 tested, 0.048% active; inhibition, % at 5.96 µM; in the data active = inhibition above about 38%;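 also: extracellular domain of Rv3671c used as enzyme; 0% = enzyme with DMSO and 100% = no enzyme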
# Active calls of the source: *; ? = inconclusive; / = no result given; & = joins results of further samples. Rule as the data show it, unless noted: active = inhibition above about 30%; inactive = the rest. No enrichment for hits, and some 4.9% of all compounds hit somewhere here.
SMILES,BioA inh,Mtb FBA inh,DUSP3 inh,FadD28 binding,CCHF vOTU inh,UGM FP inh,MazF activator,BoNT-F LC inh,GDH-TPI inh,Rv3671c inh
C/C(=N\NC(=O)c1ccncc1)c1cc2ccccc2oc1=O,/,-2,-16,-3.5,-12,0.7,5,-1,2,2
Cc1cc(Cl)ccc1N(CC(=O)N(C)Cc1ccccc1)S(C)(=O)=O,0.4,-2,/,-3.1,4,/,9,-1,1,/
S=c1[nH]nc(-c2cccc(Cl)c2)n1CCN1CCCCC1,-3.8,6,10,-1.1,-1,-3.8,-4,-6,-1,-2
O=C(NCCCN1CCCC1=O)c1ccc(Cl)c(NS(=O)(=O)c2ccc(F)cc2)c1,-0.9,5,-8,-2.1,-2,2.2,-9,-1,18,11
CCOC(=O)N/N=C(\C)c1ccccc1OC(F)F,-2.0,-3,-11,-4.8,-26,/,0,-1,-2,-6
O=C(CNC(=O)c1cccs1)NCC(=O)OCc1ccc(Cl)cc1Cl,-0.2,2,17,1.0,3,2.4,1,-2,0,9
CC(C)[C@H](NC(=O)NCc1ccc(Cl)cc1)C(=O)O,-1.1,3,16,-0.3,1,1.9,3,0,-2,6
CCC(C)(C)n1nnnc1C(c1cccs1)N1CCc2ccccc21 (configuration not stated),/,-1,-8,-2.3,-2,0.3,-4,-1,11,5
COc1cc(/C=C/C(=O)OCC(=O)Nc2c(C)n(C)n(-c3ccccc3)c2=O)cc(OC)c1OC,-0.2,16,/,-2.9,5,/,7,-5,17,13
CSc1cccc(N2CC(C(=O)Nc3ccccc3N3CCCC3)CC2=O)c1 (configuration not stated),-0.7,4,/,0.8,18,3.2,6,-10,3,-9
O=C(N/N=C/c1ccc([N+](=O)[O-])s1)c1ccccc1,-1.4,-3,23,-2.2,-3,-2.7,-4,-9,3,-8
CCCCCCCCCCCCCCCC[N+](C)(C)CC,23,0,/,19*,23,0.9,-11,-42,8,1
CCOC(=O)C1=CCC(c2ccc(Cl)cc2)N(S(=O)(=O)c2ccc(C)cc2)C1 (configuration not stated),1.0,2,/,-2.1,3,/,/,1,/,/
Cc1cc(N(C)C)c(C#N)c(NCc2ccccc2)n1,0.3,7,19,-1.2,10,2.2,-3,-6,-3,-6
CC(Nc1ccccc1)c1cc(Cl)ccc1O (configuration not stated),0.0,-3,36,-1.8,6,-0.4,4,-5,-5,2
CC1(C(=O)Nc2cccc(OC(F)(F)F)c2)Cc2c(-c3cccc(C(N)=O)c3)ccnc2O1 (configuration not stated),0.0,1,/,-3.1,18,/,/,-8,-4,/
CCC(=O)Nc1cc(C(F)(F)F)ccc1N1CCOCC1,-0.6,4,32,1.1,4,0.0,-3,-22,3,-6
Cc1ccccc1OCC(=O)OCC(=O)NCc1ccccc1,0.8,1,/,-0.3,13,1.9,5,-4,1,6
O=C(Nc1ccc(Br)cn1)C1CCN(S(=O)(=O)c2cccs2)CC1,-2.5,-3,34,-5.4,2,1.4,6,-8,-3,4
CCOC(=O)N1CCN(CC(=O)Nc2cccc(Br)c2)CC1,0.3,0,-4,-1.5,-5,1.4,5,0,-4,-3
CC(=O)c1ccc(S(=O)(=O)N2CCC(C(=O)Nc3ncc(C)s3)CC2)cc1,-1.3,-2,/,-3.1,8,2.0,14,-2,3,-2
O=C1Cc2cc(S(=O)(=O)N3CCN(c4ccc(O)cc4)CC3)ccc2N1,-2.1,1,/,-1.0,3,/,/,-18,6,/
C/C(=N\NC(=O)Cc1ccc(Cl)cc1)c1ccccc1O,0.1,-4,-7,-2.2,-3,-0.8,2,-5,24,0
O=C(NCc1ccccc1)C1=C[C@@H](C2CC2)C[C@@H](OCc2ccc(CO)cc2)O1,2.5&-1.9,0,12,-4.9,2,0.5,12,5,-3,-4
COc1ccc(NC(=O)c2cc(-c3ccccc3Cl)on2)cc1OC,-0.3,2,1,-0.9,-2,1.5,11,?,-5,-1
O=C(CNC(=O)C12CC3CC(CC(C3)C1)C2)OCc1ccc(F)cc1Cl,-1.1,0,/,-4.2,3,/,6,-6,-8,4
N#Cc1cccc(CS(=O)(=O)c2ccc(Cl)cc2)c1,-0.4,2,20,-1.5,-8,0.0,-3,-1,5,-9
NCc1ccccc1CS(=O)(=O)N1CCOCC1,-6.4,2,/,0.4,4,-0.8,5,2,0,4
O=C(/C=C/c1cccc([N+](=O)[O-])c1)Nc1cccc(NC(=O)c2ccco2)c1,/,-1,-18,-0.2,5,1.1,-6,-3,11,-28
COc1ccc(NC(=S)N2CCN(C(=O)c3ccco3)CC2)c(OC)c1,/,1,-2,-1.4,-5,-1.6,6,-5,4,-11

# One compound at a time, from the list above. Screens in order: BioA inh, Mtb FBA inh, DUSP3 inh, FadD28 binding, CCHF vOTU inh, UGM FP inh, MazF activator, BoNT-F LC inh, GDH-TPI inh, Rv3671c inh
# CC(=O)c1ccc(S(=O)(=O)N2CCC(C(=O)Nc3ncc(C)s3)CC2)cc1 across the screens: -1.3, -2, /, -3.1, 8, 2.0, 14, -2, 3, -2
# O=C1Cc2cc(S(=O)(=O)N3CCN(c4ccc(O)cc4)CC3)ccc2N1 across the screens: -2.1, 1, /, -1.0, 3, /, /, -18, 6, /

# Next part:
SMILES,BioA inh,Mtb FBA inh,DUSP3 inh,FadD28 binding,CCHF vOTU inh,UGM FP inh,MazF activator,BoNT-F LC inh,GDH-TPI inh,Rv3671c inh
CC1=[N+](C)N(c2ccccc2)C(=O)C1N=C/C=C/c1ccccc1 (configuration not stated),-1.8,1,-6,-2.2,-7,1.2,-8,?,7,-2
COc1cccc(N(C(=O)c2ccco2)C(C(=O)NC2CCCC2)c2cccnc2)c1 (configuration not stated),2.3,2,7,-1.1,-19,-1.8,3,-5,-1,-1
COc1cc(C(=O)OCC(=O)NC2CCCCC2)cc(OC)c1OC,-1.8,2,/,-0.3,10,-2.0,-15,-8,4,3
Cc1ccccc1N=Nc1c(O)[nH]c2ccccc12,-0.3,0,/,-1.9,6,2.6,482*,-5,6,-12
COc1ccc(-c2cc(NC(C)=O)c3ncc(-c4ccc(OC)c(OC)c4)n3c2)c(OC)c1,0.0,10,/,-4.2,-4,/,/,-10,0,/
CC(=O)COc1c(-c2ccco2)oc2ccccc2c1=O,-1.9,24,47,1.0,-6,-1.1,18,17,32*,/
COC(=O)c1ccc(COc2cccc(OC)c2)o1,/,5,10,-0.8,3,0.0,8,-3,8,5
COC(=O)[C@]1(C)N[C@H](c2ccc(-c3ccc(Cl)c(Cl)c3)cc2)[C@@H]2C(=O)N(C)C(=O)[C@@H]21,-0.4,0,/,-8.5,-5,-1.4,5,0,5,1
C=CC(C)Sc1nc2c(c(=O)n(C)c(=O)n2C)n1Cc1ccccc1Cl (configuration not stated),-0.3,-3,-2,-1.9,-7,0.9,3,-9,3,-2
CCn1nc2cc(C(=O)NCC34CC5CC(CC(C5)C3)C4)ccc2c1OC,-0.8,28*,-12,1.8,-17,-2.1,5,-8,11,2
CON=C(C(=O)NC1C(=O)N2C(C(=O)O)=C(CSc3nc(=O)c(=O)[nH]n3C)CSC12)c1csc(N)n1 (configuration not stated),-1.9,0,/,-2.5,6,/,-2,3,-3,/
Cc1ccc(N2C(=O)c3n[nH]c(C)c3C2c2ccccn2)cc1 (configuration not stated),-1.0,2,26,-2.4,5,-1.5,4,7,14,-6
COc1ccc(S(=O)(=O)Nc2ccc(O)c(Sc3nc4ccccc4s3)c2)cc1,/,-2,5,-3.1,-7,1.5,5,0,4,-29
COc1ccc(/C=C/C(=O)Nc2ccccc2C(=O)N2CCCC2)cc1,/,-1,7,-3.0,11,-3.4,-3,2,36*,-6
Cc1ccc(S(=O)(=O)NCCC(=O)NC2CC2)cc1,-1.1,1,7,-1.0,2,-1.7,3,9,3,6
COc1ccc(OC)c(NC(=O)Cc2coc3ccc4ccccc4c23)c1,-0.3,-1,76,1.0,11,4.7,-1,4,-2,-6
CC(=O)NC1C(OCCOc2ccc(Cl)cc2Cl)OC(COC(C)=O)C(OC(C)=O)C1OC(C)=O (configuration not stated),0.1&-0.1,2,6,-1.6,14,4.5,-1,2,0,-2
O=C(O)C1CCCN(S(=O)(=O)c2ccc(Br)s2)C1 (configuration not stated),-2.6,6,13,-2.7,-5,1.3,2,-6,-12,-9
CCN1CCN(C(c2cccs2)C(C)NS(=O)(=O)c2ccccc2)CC1 (configuration not stated),0.7,6,8,-1.5,-3,-1.7,6,-6,0,-7
O=C(CCC1CCCC1)N[C@@H](Cc1ccc(O)cc1)C(=O)O,-0.1,-1,0,0.2,-3,0.4,2,-1,7,-7

# Random excerpt: 3 compounds from above.
SMILES,BioA inh,Mtb FBA inh,DUSP3 inh,FadD28 binding,CCHF vOTU inh,UGM FP inh,MazF activator,BoNT-F LC inh,GDH-TPI inh,Rv3671c inh
CCC(C)(C)n1nnnc1C(c1cccs1)N1CCc2ccccc21 (configuration not stated),/,-1,-8,-2.3,-2,0.3,-4,-1,11,5
O=C(CCC1CCCC1)N[C@@H](Cc1ccc(O)cc1)C(=O)O,-0.1,-1,0,0.2,-3,0.4,2,-1,7,-7
CC(C)[C@H](NC(=O)NCc1ccc(Cl)cc1)C(=O)O,-1.1,3,16,-0.3,1,1.9,3,0,-2,6

# Following part
SMILES,BioA inh,Mtb FBA inh,DUSP3 inh,FadD28 binding,CCHF vOTU inh,UGM FP inh,MazF activator,BoNT-F LC inh,GDH-TPI inh,Rv3671c inh
CCC(=O)c1ccc(OCC(=O)N2CCc3cc(OC)c(OC)cc3C2)cc1,19,1,2,-0.7,3,-0.3,-4,7,14,-4
Cc1nn(C)cc1CNC(=O)COc1ccc(Cl)cc1Cl,-1.5,-2,13,-2.8,-1,1.0,-1,15,-9,-9
COc1ccc(C(=O)N[C@H](C(=O)NCc2cccs2)C(C)C)cc1,/,4,-10,-1.4,8,1.8,6,2,-2,1
Cc1cccc(-c2nc(CNC(=O)c3ccco3)cs2)c1,-0.9,4,-12,-3.6,13,1.0,2,1,4,0
COCC(C)n1c(SCC(=O)Nc2oc(C)c3c(C)n[nH]c(=O)c23)nc2ccccc2c1=O (configuration not stated),0.9,1,24,-2.2,-5,-0.7,6,2,10,1
Cc1csc(NC(=O)C2CCC(C)(C(=O)O)C2(C)C)n1 (configuration not stated),/,3,13,-3.1,-9,0.5,4,-4,-9,-10
Cc1csc(/C(=N/OC(=O)c2ccco2)C(N)=O)n1,0.4,0,-5,0.1,8,-0.1,-3,-4,16,-4
COc1ccc(-c2ccnc(SCC(=O)c3ccc(Cl)cc3)n2)cc1,/,-3,33,-1.2,9,0.8,-3,70*,-5,-18
O=C(N/N=C/c1ccc(OC2CSC2)cc1)c1ccccc1,0.8,0,-1,-2.1,12,0.1,3,8,10,-5
c1ccc(Cn2c(-c3ccccc3)nc3nc4ccccc4nc32)cc1,-0.7,56*,2,-0.9,-13,-0.4,6,9,43*,-10
O=C(NCCCN1CCOCC1)c1cc(-c2cccc(Br)c2)nc2ccccc12,2.0,0,-4,0.4,-8,0.4,6,3,18,6
COc1ccccc1NC(=O)N(C)C[C@@H]1OCc2cnnn2CCCC(=O)N([C@H](C)CO)C[C@H]1C,-1.8&-1.5,1,/,0.0,2,/,6,-1,0,/
Clc1nc(Oc2ccccc2)nc(-c2cn(-c3ccccc3)c3ccccc23)n1,/,56*,-14,-0.3,-7,0.3,-3,?,14,0
CCc1ccccc1NC(=S)NC1CC2CCC(C1)N2Cc1ccco1 (configuration not stated),0.0,1,40,-0.3,-6,-0.1,1,-8,2,2
C#Cc1cccc(Nc2nc(NCc3ccccc3)nc3ccsc23)c1,0.6,3,/,-4.6,11,/,/,-1,0,/
O=C(OCC(=O)c1ccc[nH]1)c1ccc(S(=O)(=O)C(F)F)cc1,-0.1,0,/,-1.2,-2,/,-1,-6,-1,/
O=C(NC(CO)(CO)CO)[C@@H]1CCCN1S(=O)(=O)c1cccc2cccnc12,6.4,0,/,-1.0,12,0.7,1,0,7,-2
Cc1cc(N2C(=O)C(O)=C(C(=O)c3cccs3)C2c2cccc(Br)c2)no1 (configuration not stated),-1.9,5,12,-0.2,-10,3.2,3,-3,4,2
COc1ccc(OCC(=O)OCC(=O)NC2CCCCC2C)cc1 (configuration not stated),-0.4,2,/,1.0,0,-2.8,-1,-5,11,-1

# Screening data as filed in PubChem.
